# eIF2B yeast act: modulators of yeast eIF2B activity. S. cerevisiae eIF2B-epsilon R284H, GCN4-lacZ luminescence. inhibition, % at 25 µM (by protocol). 27,000 compounds, 0.91% hits;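 active means mutant luminescence inhibited past about 50% while wild type luminescence and mutant growth stay under set limits, limit read from the data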; further: some compounds called inactive have numbers as strong as hits
#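 Material: yeast eIF2B-epsilon R284H mutant carrying GCN4–beta-galactosidase fusion. Medium: YPD yeast growth medium. Incubation: 16 h growth with compound at 30 °C, 90 min Beta-Glo step. Signal: Beta-Glo luminescence plus absorbance at 595 nm. Evaluation: % inhibition of reporter signal and growth versus controls. Doses: 25 µM single dose.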
# Yeast growth tox: Inhibitors of S. cerevisiae growth, toxicity; growth inhibition, % at 25 µM (by protocol); S. cerevisiae wild-type growth, A595 turbidity, 16 h; 30,000 compounds, 0.3% hits;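 active means mutant and wild-type yeast strains alike exhibit over 30% growth inhibition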;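 further: 0% = untreated cell controls and 100% = YPD media blanks without cells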
#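 System – wild-type and eIF2Bepsilon-R284H mutant S. cerevisiae, screened separately · Measured by – absorbance at 595 nm (turbidity) · Timing – 16 h compound exposure during growth at 30 °C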
# Yeast growth tox inhibition %: also measured in Yeast growth tox; calls as there; growth inhibition, %; S. cerevisiae eIF2Bepsilon-R284H mutant growth, A595 turbidity, 16 h;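 each compound tested once at 25 µM; 0% equals untreated cells and 100% equals cell-free medium blanks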
# eIF2B yeast act mutant toxicity: recorded beside eIF2B yeast act, whose call it bears; growth inhibition, %; measured here: mutant yeast growth, toxicity;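 each compound tested once at 25 µM; zero equals untreated control growth and 100 equals blank medium absorbance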
# * = called active by the depositor; / = not tested or not shown.
1) Cc1cc(C)c2ccc(N)nc2c1O
2) Nc1ccccc1-c1nnn(CC(=O)N2CCCc3ccccc32)n1
3) COC(=O)c1ccc(NC(=O)c2cccc(OC)c2)cc1
4) CCOc1cc(C2NC(=O)NC(c3ccccc3)=C2C(C)=O)ccc1OCC(N)=O (stereo unspecified)
5) CC(=O)c1sc(Nc2nc3ccc(F)cc3s2)nc1C
6) Cc1ccc(-c2noc(CCC(=O)NCc3ccco3)n2)cc1
7) CCCCNC(=O)CCC(=O)Nc1ncc(-c2ccc(C)cc2)n1C
8) CCOC(=O)C1=C(C)N(C)C(C)=C(C(=O)OCC)C1c1ccccc1
assay / entry	1	2	3	4	5	6	7	8
eIF2B yeast act	/	-3	77	/	31	3	/	35
eIF2B yeast act mutant toxicity	/	-10	/	/	3	5	/	/
Yeast growth tox	16	3	-8	3	-7	-7	-9	-7
Yeast growth tox inhibition %	13	-10	0	2	3	5	4	0

9) CC(C)(C)c1cc(CN2CCCCC2)cc(C(C)(C)C)c1O
10) CC(NC(=O)c1ccco1)C(=O)Nc1nc(-c2ccccn2)cs1 (stereo unspecified)
11) N#CCCn1c(SCC(=O)NCc2ccco2)nc2ccccc21
12) CCOC(=O)C1=C(C)NC(=O)C(C(N)=O)C1c1ccccc1 (stereo unspecified)
13) COc1ccc(OC)c(NC(=O)CNC(=O)Cn2c(C)cc3ccccc3c2=O)c1
14) Cc1ccc(NC(=O)N2CCC(C(N)=O)CC2)cc1
15) CCc1nc(NCc2ccccn2)c2oc3ccccc3c2n1
16) Cc1ccc(-c2nc3ncccn3c2NC2CCCCC2)o1
assay / entry	9	10	11	12	13	14	15	16
eIF2B yeast act	/	4	/	/	/	/	15	/
eIF2B yeast act mutant toxicity	/	-17	/	/	/	/	12	/
Yeast growth tox	-12	8	9	-5	-10	15	14	5
Yeast growth tox inhibition %	15	-17	11	4	15	-10	12	5

17) COc1ccc(S(=O)(=O)Nc2ccc3c(c2)COC3=O)cc1OC
18) Cc1cc(N2CC(C(=O)NCc3cccs3)CC2=O)ccc1C(C)C (stereo unspecified)
19) Cc1cccc(NC(=O)c2cc(NC(=O)c3ccco3)ccc2Cl)n1
20) Cn1c(=O)c2c(nc(SCC(=O)NC34CC5CC(CC(C5)C3)C4)n2C)n(C)c1=O
21) NC(=O)c1c(NC(=O)c2ccccc2)sc2c1CCc1ccccc1-2
22) CCOC(=O)C1=C(C)NC(=O)NC1c1cccc(O)c1 (stereo unspecified)
23) Nc1c2c(nc3ccccc13)CCC2
24) Cc1sc2ncn(CC(=O)NCCCC(=O)N3CCN(c4ccccn4)CC3)c(=O)c2c1C
assay / entry	17	18	19	20	21	22	23	24
eIF2B yeast act	-8	/	25	/	-5	-3	7	-6
eIF2B yeast act mutant toxicity	-14	/	6	/	-19	-4	4	16
Yeast growth tox	12	21	8	6	-34	19	2	14
Yeast growth tox inhibition %	-14	11	6	7	-19	-4	4	16

25) CCOC(=O)c1nnsc1NC(C)=O
26) OC(c1cccc(OCc2ccccc2)c1)c1nnc(-c2ccccc2)o1 (stereo unspecified)
27) O=C(CC(c1ccccc1)c1ccccc1)Nc1ncn[nH]1
28) COc1cc(NC(=O)c2ccc(Cl)cc2)c(OC)cc1Cl
29) COc1cccc(C2(O)CCN(C(=O)C3CCC3)CC2)c1
30) COc1ccc(C2C(C#N)=C(N)Oc3cc(O)ccc32)cc1OC (stereo unspecified)
31) COc1ccc(-n2nnc3c(SCC(=O)N4CCCc5ccccc54)ncnc32)cc1
32) CCOC(=O)c1nc2sc(C)c(C)c2c(=O)[nH]1
assay / entry	25	26	27	28	29	30	31	32
eIF2B yeast act	-9	-36	22	/	10	-35	6	11
eIF2B yeast act mutant toxicity	23	3	4	/	7	13	-29	5
Yeast growth tox	-10	-3	19	-4	8	19	1	20
Yeast growth tox inhibition %	23	3	4	21	7	13	-29	5

# Record cards, as listed above. Screens in order: eIF2B yeast act, eIF2B yeast act mutant toxicity, Yeast growth tox, Yeast growth tox inhibition %
# Entry for OC(c1cccc(OCc2ccccc2)c1)c1nnc(-c2ccccc2)o1 (stereo unspecified) → -36, 3, -3, 3
# Entry for O=C(CC(c1ccccc1)c1ccccc1)Nc1ncn[nH]1 → 22, 4, 19, 4
# Entry for COc1cccc(C2(O)CCN(C(=O)C3CCC3)CC2)c1 → 10, 7, 8, 7
# Entry for CCOC(=O)c1nnsc1NC(C)=O → -9, 23, -10, 23

# Results in sequence from the entries so far:
# Compounds 12–18 in Yeast growth tox: -5, -10, 15, 14, 5, 12, 21
# Compounds 12–18 in Yeast growth tox inhibition %: 4, 15, -10, 12, 5, -14, 11

# Next entries follow:
33) CC(Sc1ncc(C#N)c(N)n1)C(=O)Nc1ccccc1 (stereo unspecified)
34) CCn1ncc(C2=NOC(C(=O)NCc3ccc(OC)cc3)C2)c1C (stereo unspecified)
35) O=C(NCCN1CCOCC1)c1csc2c1CCCC2
36) CC(C)NS(=O)(=O)c1ccc(OCC(=O)NCCC2=CCCCC2)cc1
37) CC(C)OC(=O)CSc1nc(-c2ccc(F)cc2)cc(C(F)(F)F)n1
38) O=C(O)CCNS(=O)(=O)c1ccc2ccccc2c1
39) CCOC(=O)Cn1c(=O)c2c(nc(N3CCCCC3)n2Cc2ccccc2)n(C)c1=O
40) CCCn1nc2ccccc2c1P(=N)(N1CCOCC1)N1CCOCC1
assay / entry	33	34	35	36	37	38	39	40
eIF2B yeast act	-8	4	32	/	-11	13	13	7
eIF2B yeast act mutant toxicity	10	4	-7	/	3	12	-16	15
Yeast growth tox	-6	6	14	8	0	0	19	8
Yeast growth tox inhibition %	10	4	-7	9	3	12	-16	15

41) COc1ccc(CNC(=S)Nc2cc(C)cc(C)c2)cc1
42) Cn1c(CNC(=O)c2ccco2)nnc1SCC(=O)Nc1cccc(Br)c1
43) COC(=O)c1ccc(Oc2cc(C)nc(NCc3ccccc3)n2)cc1
44) CC(C)n1c(C(=O)OCC(=O)NCc2ccc3c(c2)OCO3)cc2sccc21
45) CCNC(=O)c1cc2c(=O)n3cccc(C)c3nc2n(CCc2ccccc2)c1=N
46) Cn1c(=O)c2c(nc(SCc3nn[nH]n3)n2Cc2ccccc2F)n(C)c1=O
47) CCC(C)C(NC=C1C(=O)OC(C)(C)OC1=O)C(=O)O (stereo unspecified)
48) Cc1ccc2cc(S(=O)(=O)NCCCC(=O)O)ccc2c1
assay / entry	41	42	43	44	45	46	47	48
eIF2B yeast act	-9	-28	-9	15	35	-9	/	9
eIF2B yeast act mutant toxicity	-15	22	-23	/	6	5	/	-5
Yeast growth tox	-16	19	-22	-6	24	13	26	4
Yeast growth tox inhibition %	-15	22	-23	0	6	5	26	-5

49) COC(=O)c1ccc(OCCOc2ccc(C(=O)OC)cc2)cc1
50) CC1CCN(C(=O)C2CCN(CC(C)c3ccccc3)CC2)CC1 (stereo unspecified)
51) CCOC(=O)C1=C(C)NC(SCC(=O)O)=NC1c1ccccc1 (stereo unspecified)
52) COc1cc(C(C)=O)ccc1OCC(O)CN1CCN(S(=O)(=O)c2ccccc2)CC1 (stereo unspecified)
53) O=C(O)c1cccnc1SC1CC(=O)N(CCc2ccccc2)C1=O (stereo unspecified)
54) Brc1ccc(-c2nnc(-c3cccc(Br)c3)o2)cc1
55) COc1ccc(-n2c(=S)[nH]c3cc(C(=O)NCc4ccco4)ccc3c2=O)c(OC)c1
56) O=C(O)CCCCCNC(=O)Nc1ccc2c(c1)OCCO2
assay / entry	49	50	51	52	53	54	55	56
eIF2B yeast act	12	-4	0	35	/	/	/	/
eIF2B yeast act mutant toxicity	7	/	14	-2	/	/	/	/
Yeast growth tox	-22	/	1	-15	3	11	11	4
Yeast growth tox inhibition %	7	/	14	-2	8	5	21	17

57) CCN(CC)S(=O)(=O)c1cccc(-c2nnc(SCC(=O)NC3CCCC3)n2N)c1
58) Cc1sc2nc(C3CC3)nc(NCCNS(=O)(=O)c3ccccc3)c2c1C
59) COc1ccc2oc(=O)c(C(=O)N3CCN(c4ccccc4C)CC3)cc2c1
60) Cc1ccsc1C1NC(=O)c2ccccc2N1 (stereo unspecified)
61) CC1(C(=O)Nc2nnc(SCc3ccccc3)s2)Cc2ccccc2C(=O)O1 (stereo unspecified)
62) CCOC(=O)c1ccc2c(c1)C(=O)N(C1CCCCC1)C2=O
63) O=C(c1ccco1)N1CCN(S(=O)(=O)c2ccc(S(=O)(=O)NC3CCCCC3)cc2)CC1
64) O=C(CCl)N(c1ccc(Cl)cc1)c1c[nH]c2ccccc12
assay / entry	57	58	59	60	61	62	63	64
eIF2B yeast act	-10	-5	21	24	/	-24	5	/
eIF2B yeast act mutant toxicity	11	/	6	4	/	-6	/	/
Yeast growth tox	-38	10	-45	-1	12	-2	10	6
Yeast growth tox inhibition %	11	0	6	4	11	-6	0	8

65) COc1ccc(N2CCN(c3nc(NCCO)nc(N4CCOCC4)n3)CC2)cc1
66) COc1ccc(-n2nnc3c(SCC(=O)NCc4ccco4)ncnc32)cc1
67) CCC(C)Nc1c2c(nc3c(-c4ccccc4)c(C)nn13)CCC2 (stereo unspecified)
68) COc1ccc(CN2C(=O)c3cccnc3C2O)cc1 (stereo unspecified)
69) CC(C)NC(=O)C1CCN(C(=O)C(C(=O)c2ccccc2)n2cc(Cl)ccc2=O)CC1 (stereo unspecified)
70) Cc1ccc2nsnc2c1S(=O)(=O)Nc1cccc2nsnc12
71) CCOC(=O)Cn1c(CN(Cc2ccccc2)Cc2ccccc2)nc2c1c(=O)n(C)c(=O)n2C
72) Cc1cccc(OCC(=O)Nc2ccc(N3CCN(S(C)(=O)=O)CC3)cc2)c1
assay / entry	65	66	67	68	69	70	71	72
eIF2B yeast act	18	28	17	/	17	-28	-46	-8
eIF2B yeast act mutant toxicity	-9	10	-22	/	3	/	-2	-9
Yeast growth tox	10	-1	-6	18	19	8	-8	-8
Yeast growth tox inhibition %	-9	10	-22	0	3	0	-2	-9

73) CCN(CC)CC(=O)c1c[nH]c2ccccc12
74) O=C(NCC(=O)N(Cc1cccs1)C(C(=O)NC1CCCCC1)c1ccco1)c1cccs1 (stereo unspecified)
75) Cn1c(=O)c2c(nc(Sc3nc4ccccc4n3CC(=O)N3CCCCC3)n2C)n(C)c1=O
76) CCOc1ccc(CCn2c(-c3ccco3)nc3ccccc3c2=O)cc1OCC
77) COCC(=O)N(Cc1cc2cc(OC)ccc2[nH]c1=O)c1ccccc1OC
78) CNS(=O)(=O)c1ccc(OC)c(-c2nnc3c4ccccc4c(C)nn23)c1
79) CN(C)C(=O)CSc1nnc(CCN)o1
80) Cc1cc(NC(=O)CSc2nc3ccccc3n2CC(=O)N2CCC(C)CC2)no1
assay / entry	73	74	75	76	77	78	79	80
eIF2B yeast act	-12	9	12	5	23	24	-15	/
eIF2B yeast act mutant toxicity	/	-13	/	-29	26	-48	8	/
Yeast growth tox	/	31	30	13	20	-30	-4	0
Yeast growth tox inhibition %	/	-13	0	-29	26	-48	8	-17

81) COc1cc(S(=O)(=O)Nc2ccccc2)ccc1NC=O
82) C=C1c2ccccc2NC(=O)N1c1ccc(C)cc1
83) Cc1cc(C)nc(/N=C(/NC(=O)c2ccccc2)Nc2ccccc2)n1
84) CCOC(=O)CSc1nc2ccccc2c(=O)n1CC1CCCO1 (stereo unspecified)
85) CCCCOc1c(Br)cc(/C=N/O)cc1OCC
86) CCN(CC)S(=O)(=O)c1ccc(F)cc1
87) O=C(CCN1C(=O)C2C3C=CC(C3)C2C1=O)N1CCN(c2ccc(F)cc2)CC1 (stereo unspecified)
88) Nc1nc(CN2CCN(c3ccccn3)CC2)nc(Nc2ccc(F)cc2)n1
assay / entry	81	82	83	84	85	86	87	88
eIF2B yeast act	18	23	20	41	12	17	22	21
eIF2B yeast act mutant toxicity	6	14	8	/	11	13	-4	4
Yeast growth tox	5	6	20	/	34	-1	32	8
Yeast growth tox inhibition %	6	14	8	/	11	13	-4	4

89) CCC(C)(C)NC(=O)C(c1ccco1)N(C(=O)CNC(=O)c1cccs1)c1cccnc1 (stereo unspecified)
90) CCOc1ccc(-c2nnc3sc(COc4ccc(Cl)cc4)nn23)cc1
91) COC(=O)c1oc2ccc(Cl)cc2c1-n1cccc1
92) CCOCCCNC(=O)C(NC(=O)c1cnccn1)c1ccc(OC)cc1 (stereo unspecified)
93) CC(C)c1nc(N2CCOCC2)c(C#N)c2c1COC(C)(C)C2
94) COc1ccc(-c2occ(C(=O)O)c2C(=O)O)cc1
95) O=C(Cn1[nH]c(=O)c2ccccc2c1=O)NC1CCN(Cc2ccccc2)CC1
assay / entry	89	90	91	92	93	94	95
eIF2B yeast act	48	-2	10	21	19	12	29
eIF2B yeast act mutant toxicity	16	-5	5	4	12	10	-7
Yeast growth tox	9	-22	-4	14	12	16	-7
Yeast growth tox inhibition %	16	-5	5	4	12	10	-7

# A portion of the library; rates above refer to the full screens.
